All columns: NCI-60 one-dose screen, growth in % after 48 h at 10 µM unless noted; 100 = growth as untreated, 0 = no growth, -100 = all killed.
NCI-H23: NCI-H23 lung cancer; actives 4% (n = 80,000)
COLO 205: COLO 205 colon cancer. AID 1794742. actives 7.3% (n = 79,000)
NCI-H522: NCI-H522 lung cancer | actives 8% (n = 78,000)
NCI-H460: NCI-H460 lung cancer; AID 1794736; actives 6.8% (n = 82,000)
NCI/ADR-RES: NCI/ADR-RES ovarian cells. actives 4.4% (n = 81,000)
IGROV1: IGROV1 ovarian cancer; actives 4.7% (n = 79,000)
NCI-H322M: NCI-H322M lung cancer; AID 1794733; actives 2.7% (n = 80,000)
NCI-H226: NCI-H226 lung cancer; actives 3.5% (n = 79,000); AID 1794732
SK-OV-3: SK-OV-3 ovarian cancer cells. actives 3.2% (n = 80,000). AID 1794785
Starred values were filed as active, the others as inactive; & = joins results of further samples. How the source made its calls: active means growth percent below 10; inactive means the rest.

The first two entries (preview)
Results for N#Cc1c(-c2ccc(Cl)cc2Cl)c(C#N)c(=O)n(Cc2nc3ccccc3[nH]2)c1N ?
NCI-H23: 93; COLO 205: 108; NCI-H522: 87; NCI-H460: 100; NCI/ADR-RES: 100; IGROV1: 67; NCI-H322M: 99; NCI-H226: 86; SK-OV-3: 94

What do the screens show for `CSC1=Nc2c(c(C)c(-c3ccccc3)n2CCCC(=O)O)C2=NC(=O)CN12`?
NCI-H23: 105; COLO 205: 153; NCI-H522: 84; NCI-H460: 102; NCI/ADR-RES: 98; IGROV1: 88; NCI-H322M: 131; NCI-H226: 107; SK-OV-3: 114

The list itself (from the top)
Results for N#Cc1c(-c2ccc(Cl)cc2Cl)c(C#N)c(=O)n(Cc2nc3ccccc3[nH]2)c1N ?
NCI-H23: 93; COLO 205: 108; NCI-H522: 87; NCI-H460: 100; NCI/ADR-RES: 100; IGROV1: 67; NCI-H322M: 99; NCI-H226: 86; SK-OV-3: 94

What do the screens show for `CSC1=Nc2c(c(C)c(-c3ccccc3)n2CCCC(=O)O)C2=NC(=O)CN12`?
NCI-H23: 105; COLO 205: 153; NCI-H522: 84; NCI-H460: 102; NCI/ADR-RES: 98; IGROV1: 88; NCI-H322M: 131; NCI-H226: 107; SK-OV-3: 114

How did CCOC(=O)C(NC(=O)NC)C(=O)OCC do in these assays?
NCI-H23: 108; COLO 205: 104; NCI-H460: 107; NCI/ADR-RES: 114; IGROV1: 104; NCI-H322M: 101; NCI-H226: 94; SK-OV-3: 108

Results for CC1(C)C(N(O)C(=O)Nc2ccc(Cl)cc2)N(c2ccc(Cl)cc2)C(=O)N1CC(=O)N/N=C/C=C/c1ccc([N+](=O)[O-])o1 (centres undefined) ?
NCI-H23: 3.0*; COLO 205: -81*; NCI-H522: -88*; NCI-H460: -13*; NCI/ADR-RES: 95; IGROV1: -5.6*; NCI-H322M: 49; NCI-H226: 26; SK-OV-3: 58

Results for CN(C)Cc1cc(OCc2ccccc2)cc(CN(C)C)c1O ?
NCI-H23: 96; COLO 205: 95; NCI-H522: 97; NCI/ADR-RES: 100; IGROV1: 113; NCI-H226: 93; SK-OV-3: 97

Results for BrCCc1ccc2ccccc2c1 ?
NCI-H23: 107; COLO 205: 107; NCI-H522: 74; NCI-H460: 115; NCI/ADR-RES: 115; NCI-H322M: 105; NCI-H226: 104; SK-OV-3: 111

Results for Oc1cccc2ccc(-c3nnc(SCc4ccc(O)c5ncccc45)o3)nc12 ?
NCI-H23: 3.7*; COLO 205: 32; NCI-H522: 11; NCI-H460: 1.3*; NCI/ADR-RES: 17; IGROV1: 13; NCI-H322M: 40; NCI-H226: 35; SK-OV-3: 12

Results for Cc1ccc(-[n+]2c3cc(N)c(C)cc3nc3cc(C)c(Nc4ccccc4)cc32)cc1 ?
NCI-H23: -74*; COLO 205: -95*; NCI-H522: -49*; NCI-H460: -48*; NCI/ADR-RES: -22*; IGROV1: -59*; NCI-H322M: -53*; NCI-H226: -67*; SK-OV-3: -90*

What do the screens show for `Cc1cc(=O)[nH]c(N/N=C\c2c(Cl)cccc2Cl)n1`?
NCI-H23: 106; COLO 205: 137; NCI-H522: 102; NCI-H460: 114; NCI/ADR-RES: 112; IGROV1: 112; NCI-H322M: 94; NCI-H226: 101; SK-OV-3: 119

How did O=[N+]([O-])c1ccccc1/C=N\Nc1ccccc1 do in these assays?
NCI-H23: 88&75; COLO 205: 105&94; NCI-H522: 62&68; NCI-H460: 97&91; NCI/ADR-RES: 76&73; IGROV1: 59&74; NCI-H322M: 78&86; NCI-H226: 98&89; SK-OV-3: 94&91

Results for Fc1ccc(C(c2ccc(F)cc2)C(Cl)Cl)cc1 ?
NCI-H23: 100; COLO 205: 108; NCI-H522: 94; NCI/ADR-RES: 107; NCI-H226: 105; SK-OV-3: 106

How did COc1ccc(/C=N/OCCC(=O)N2CC(C)OC(C)C2)cc1OC1CCCC1 (centres undefined) do in these assays?
NCI-H23: 101; NCI-H522: 98; NCI-H460: 104; NCI/ADR-RES: 100; IGROV1: 112; NCI-H322M: 107

Results for Cc1c(-c2cnc3ccc(Br)cc3c2C(=O)O)nnn1-c1ccc(Cl)cc1 ?
NCI-H23: 96; COLO 205: 96; NCI-H522: 90; NCI-H460: 107; NCI/ADR-RES: 113; IGROV1: 113; NCI-H322M: 97; NCI-H226: 96; SK-OV-3: 88

How did NCCn1cc(-c2nc(-c3c[nH]c4ncccc34)cs2)c2cc(F)ccc21 do in these assays?
NCI-H23: 77; COLO 205: 49; NCI-H522: 91; NCI-H460: 51; NCI/ADR-RES: 86; IGROV1: 47; NCI-H322M: 77; NCI-H226: 74; SK-OV-3: 79

What do the screens show for `N=C(N)c1ccc(-c2ccc(-c3cc(Cl)cc(Cl)c3)o2)nc1`?
NCI-H23: 3.5*; COLO 205: -77*; NCI-H522: -67*; NCI-H460: -79*; NCI/ADR-RES: -30*; IGROV1: -41*; NCI-H322M: -31*; NCI-H226: 100; SK-OV-3: -86*

Results for CCCCCC(=O)NCC(=O)OC ?
NCI-H23: 102; COLO 205: 97; NCI-H522: 73; NCI-H460: 106; NCI/ADR-RES: 105; IGROV1: 108; NCI-H322M: 108; NCI-H226: 105; SK-OV-3: 96

Results for CC(C)CCNC(=O)Cn1ccc(N2CCCCC2)cc1=O ?
NCI-H23: 98; COLO 205: 103; NCI-H522: 90; NCI-H460: 107; NCI/ADR-RES: 102; IGROV1: 108; NCI-H322M: 110; NCI-H226: 92; SK-OV-3: 94

Results for CSc1nnc(C2=CC(=O)c3ccccc3C2=O)n1-c1ccccc1 ?
NCI-H23: 84; COLO 205: 110; NCI-H522: 65; NCI-H460: 84; NCI/ADR-RES: 98; IGROV1: 80; NCI-H322M: 91; NCI-H226: 85; SK-OV-3: 94

Results for FC(F)(F)c1ccc(-c2cn3c(ccc4ccccc43)n2)cc1 ?
NCI-H23: 76; COLO 205: 110; NCI-H522: 85; NCI-H460: 95; NCI/ADR-RES: 86; IGROV1: 78; NCI-H322M: 92; NCI-H226: 71; SK-OV-3: 85

How did CCN(CCO)C(C(=O)O)c1ccccc1 (centres undefined) do in these assays?
NCI-H23: 100; COLO 205: 102; NCI-H522: 90; NCI-H460: 113; NCI/ADR-RES: 101; IGROV1: 101; NCI-H322M: 107; NCI-H226: 92; SK-OV-3: 105

A run of entries taken from the entries so far:
Results for N#Cc1c(-c2ccc(Cl)cc2Cl)c(C#N)c(=O)n(Cc2nc3ccccc3[nH]2)c1N ?
NCI-H23: 93; COLO 205: 108; NCI-H522: 87; NCI-H460: 100; NCI/ADR-RES: 100; IGROV1: 67; NCI-H322M: 99; NCI-H226: 86; SK-OV-3: 94

What do the screens show for `CSC1=Nc2c(c(C)c(-c3ccccc3)n2CCCC(=O)O)C2=NC(=O)CN12`?
NCI-H23: 105; COLO 205: 153; NCI-H522: 84; NCI-H460: 102; NCI/ADR-RES: 98; IGROV1: 88; NCI-H322M: 131; NCI-H226: 107; SK-OV-3: 114

The main list resumes; the two compounds before the break are reprinted first.
Results for FC(F)(F)c1ccc(-c2cn3c(ccc4ccccc43)n2)cc1 ?
NCI-H23: 76; COLO 205: 110; NCI-H522: 85; NCI-H460: 95; NCI/ADR-RES: 86; IGROV1: 78; NCI-H322M: 92; NCI-H226: 71; SK-OV-3: 85

How did CCN(CCO)C(C(=O)O)c1ccccc1 (centres undefined) do in these assays?
NCI-H23: 100; COLO 205: 102; NCI-H522: 90; NCI-H460: 113; NCI/ADR-RES: 101; IGROV1: 101; NCI-H322M: 107; NCI-H226: 92; SK-OV-3: 105

How did N#C/C(=C\c1ccccc1)c1nc(N)nc(Nc2ccc(S(N)(=O)=O)cc2)n1 do in these assays?
NCI-H23: 106; COLO 205: 109; NCI-H522: 93; NCI-H460: 108; NCI/ADR-RES: 106; IGROV1: 98; NCI-H322M: 101; NCI-H226: 106; SK-OV-3: 104

What do the screens show for `COc1ccc(NC(=O)Nc2cccc(-c3ccc(N4CCOCC4)nn3)c2)cc1F`?
NCI-H23: 99; COLO 205: 101; NCI-H522: 80; NCI-H460: 93; NCI/ADR-RES: 101; IGROV1: 107; NCI-H322M: 97; NCI-H226: 83; SK-OV-3: 105

What do the screens show for `CC(=O)c1ccc(NC(=O)CSc2nnc(-c3ccc(-c4nc5ccccc5[nH]4)cc3)o2)cc1`?
COLO 205: 114; NCI-H522: 88; NCI-H460: 100; NCI/ADR-RES: 108; IGROV1: 97; NCI-H322M: 100; NCI-H226: 96; SK-OV-3: 104

What do the screens show for `O=[N+]([O-])c1ccc(/C=N/c2nnc(-c3ccncc3)o2)cc1`?
NCI-H23: 84; COLO 205: 100; NCI-H522: 80; NCI-H460: 103; NCI/ADR-RES: 91; IGROV1: 89; NCI-H322M: 97; NCI-H226: 95; SK-OV-3: 76

What do the screens show for `Cc1ccc(CNc2c3ccccc3nc3ccccc23)cc1`?
NCI-H23: 29; COLO 205: 0.3*; NCI-H522: 49; NCI-H460: 8.8*; NCI/ADR-RES: 26; IGROV1: 19; NCI-H322M: 40; NCI-H226: 41; SK-OV-3: 47

What do the screens show for `CCOC(=O)C1NN(c2ccc(S(N)(=O)=O)cc2)c2nc3nc(-c4cccs4)cc(-c4cccs4)c3c(=O)n21` (centres undefined)?
NCI-H23: 97; COLO 205: 81; NCI-H522: 77; NCI-H460: 78; NCI/ADR-RES: 89; IGROV1: 104; NCI-H322M: 100; NCI-H226: 5.9*; SK-OV-3: 94

How did COc1ccc(CC(=O)Nc2nn3c(-c4cc(C(F)(F)F)cc(C(F)(F)F)c4)nnc3s2)cc1 do in these assays?
NCI-H23: 35; COLO 205: 104; NCI-H460: 57; NCI/ADR-RES: 69; IGROV1: 60; NCI-H322M: 91; NCI-H226: 63

How did CC(=O)Nc1ccc2ncc(C#N)c(Nc3ccc(Cl)cc3)c2c1 do in these assays?
NCI-H23: 99; COLO 205: 108; NCI-H522: 83; NCI-H460: 104; NCI/ADR-RES: 100; IGROV1: 97; NCI-H322M: 96; NCI-H226: 97; SK-OV-3: 109

Results for CCc1cc(C(N)=S)ccn1 ?
NCI-H23: 102&97; COLO 205: 111&119; NCI-H522: 91&93; NCI-H460: 120&102; NCI/ADR-RES: 107&95; IGROV1: 114&87; NCI-H322M: 102&102; NCI-H226: 100&96; SK-OV-3: 118&109

How did C[n+]1cccc(C#N)c1 do in these assays?
NCI-H23: 103; COLO 205: 105; NCI-H522: 67; NCI-H460: 101; NCI/ADR-RES: 103; IGROV1: 105; NCI-H322M: 99; NCI-H226: 88; SK-OV-3: 103

What do the screens show for `CCc1ccc(CNCC(O)c2ccccc2)cc1` (centres undefined)?
NCI-H23: 69; COLO 205: 7.3*; NCI-H522: 78; NCI-H460: 77; NCI/ADR-RES: 66; IGROV1: 41; NCI-H322M: 76; SK-OV-3: 91

What do the screens show for `ClCCCOCc1ccccc1`?
NCI-H23: 108; COLO 205: 105; NCI-H460: 94; NCI/ADR-RES: 113; IGROV1: 107; NCI-H322M: 92; NCI-H226: 105; SK-OV-3: 103

How did CC[N+](CC)(CC(=O)Nc1c(C)cccc1C)Cc1ccccc1 do in these assays?
NCI-H23: 99&85; COLO 205: 103; NCI-H522: 92; NCI-H460: 101&100; NCI/ADR-RES: 102&90; IGROV1: 95&85; NCI-H322M: 94&110; NCI-H226: 98&87; SK-OV-3: 107&102

What do the screens show for `O=C(CSc1nnnn1-c1ccccc1)c1cc2cc(Cl)ccc2oc1=O`?
NCI-H23: 103; COLO 205: 102; NCI-H522: 85; NCI-H460: 108; NCI/ADR-RES: 104; IGROV1: 102; NCI-H322M: 98; NCI-H226: 89; SK-OV-3: 105

What do the screens show for `COc1ccc(CC(N)C(=O)O)cc1` (centres undefined)?
NCI-H23: 95; COLO 205: 101; NCI-H522: 89; NCI-H460: 111; NCI/ADR-RES: 98; NCI-H322M: 104; NCI-H226: 95; SK-OV-3: 97

Results for CCC(C)(C)C(=O)O[C@H]1C[C@@H](C)C=C2C=C[C@H](C)[C@H](CC[C@@H]3C[C@@H](O)CC(=O)O3)[C@H]21 ?
NCI-H23: 49; COLO 205: 68; NCI-H522: 8.2*; NCI-H460: 24; NCI/ADR-RES: 25; IGROV1: 29; NCI-H322M: 51; NCI-H226: 64; SK-OV-3: 70

What do the screens show for `C1=CCc2c(cccc2OCCCCCCN2CCCCCC2)C1`?
NCI-H23: 68; COLO 205: 53; NCI-H522: 65; NCI-H460: 67; NCI/ADR-RES: 66; IGROV1: 45; NCI-H322M: 81; NCI-H226: 48; SK-OV-3: 74

How did O=C(NCCO)C(F)(F)F do in these assays?
NCI-H23: 109; COLO 205: 110; NCI-H460: 109; NCI/ADR-RES: 106; IGROV1: 106; NCI-H322M: 105; NCI-H226: 111; SK-OV-3: 100

What do the screens show for `CCCc1c(CC)c(=N)c2ccccc2n1C`?
NCI-H23: 88; COLO 205: -19*; NCI-H522: 74; NCI-H460: 66; NCI/ADR-RES: 79; IGROV1: 83; NCI-H322M: 71; NCI-H226: 83; SK-OV-3: 91

Results for Cc1cnc(N)nc1-c1ccccc1 ?
NCI-H23: 108&111; COLO 205: 111&125; NCI-H522: 95&111; NCI-H460: 107&98; NCI/ADR-RES: 115&99; IGROV1: 115&114; NCI-H322M: 110&107; SK-OV-3: 111&115

How did Cc1cccc(Cl)c1-n1cc(-c2ccc(Br)cc2)oc1=Nc1ccc(Nc2ncnc3sc4c(c23)CCCC4)cc1 do in these assays?
NCI-H23: 90; COLO 205: 97; NCI-H522: 83; NCI-H460: 102; NCI/ADR-RES: 97; IGROV1: 98; NCI-H322M: 99; NCI-H226: 98; SK-OV-3: 94

Assay outcomes deposited in PubChem by NCI.
